Compound activity from PubChem.
14-3-3 PPI = modulators of human 14-3-3 gamma - Raf peptide interaction. FP, 14-3-3gamma / TMR-pS259-Raf peptide binding. inhibition, % at 40 µM. hit rate 0.19% among 160,000. AID 422; in the data active = inhibition above about 30%;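 note: 0% = protein plus tracer without compound and 100% = blank with tracer alone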
Target sequence (P61981 whole entry, looked up): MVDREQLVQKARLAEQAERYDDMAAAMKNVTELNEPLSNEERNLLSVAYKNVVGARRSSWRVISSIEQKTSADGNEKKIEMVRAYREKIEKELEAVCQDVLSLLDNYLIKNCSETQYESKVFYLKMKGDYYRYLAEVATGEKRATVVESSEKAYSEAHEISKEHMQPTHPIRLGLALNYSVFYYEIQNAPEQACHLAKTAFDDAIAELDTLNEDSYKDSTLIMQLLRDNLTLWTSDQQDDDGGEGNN
The depositor's hits bear a star; & = joins results of further samples. These rows are one share of the data; count on the stated rates, not on these rows.

14-3-3 PPI | Compound
-15 | CC1=C(C(=O)OC2CCCCC2)C(c2ccccc2OCc2ccccc2)C2=C(CCCC2=O)N1 (stereo not drawn)
0 | COC(=O)Nc1nnc(-c2ccccc2Cl)s1
-1 | CN(C)c1nc2c(c(=O)[nH]c(=O)n2C)n1Cc1ccccc1Br
-69 | C#CCOc1ccc(C2C(C(=O)OC)=C(C)NC3=C2C(=O)c2ccccc23)cc1Cl (stereo not drawn)
8&13 | COC(=O)C1=C(C)N(CC2CCCO2)C(=O)C1 (stereo not drawn)
-7 | CCCC(c1nnnn1CC(=O)OCC)N(Cc1cc2ccc(C)cc2[nH]c1=O)C1CCCC1 (stereo not drawn)
-34 | COc1ccc([N+](=O)[O-])cc1C1Oc2ccccc2C2CC(c3cccs3)=NN21 (stereo not drawn)
7 | COC(=O)C1=C(NC(=O)c2cc([N+](=O)[O-])ccc2Cl)CCS1
-1 | COC(=O)c1cc(Nc2ncnc3c2cnn3-c2ccc(Cl)cc2)cc(C(=O)OC)c1
-4 | CCCNC(=O)c1ccc2c(c1)N(Cc1cccc(C)c1)C(=O)c1ccccc1S2
-4 | O=c1oc2cc(OCc3ccccc3F)ccc2c2c1CCCC2
-3 | C=CCSc1nc2c(c(=O)[nH]c(=O)n2C)n1Cc1cccc(Br)c1
-9 | CN(c1ccccc1)S(=O)(=O)c1ccc(C(=O)Nc2nnc(-c3ccc(Cl)s3)o2)cc1
-69 | CN1CCN(C(=O)CSc2nc(-c3cccs3)ccc2C#N)CC1
-1 | CCOC(=O)C(C)C1(O)c2ccccc2-c2ncccc21 (stereo not drawn)
-2 | Cc1ccsc1C1N(Cc2ccccc2)CCN1Cc1ccccc1
-2 | Cc1cccc(C(=O)Nc2cc3nn(-c4ccc(Cl)cc4)nc3cc2C)c1
-9 | Cc1c(Cl)cccc1N(CC(=O)N1CCCCCC1)S(C)(=O)=O
-3 | CCOC(=O)c1cc(-c2cccc(Br)c2)no1
-8 | O=c1cc(CSc2nnc(-c3ccco3)o2)c2ccccc2[nH]1
3 | CCOC(=O)c1cc(-c2ccccc2)n(-c2ccc(Cl)cc2)n1
0 | Oc1ccc2oc(=S)sc2c1
-4 | N[C@@H](Cc1ccc(F)cc1)C(=O)O
0 | CC(C)(C)c1ccc(-c2nc(-c3ccccc3)no2)cc1
-5 | Cc1cc(NC(=O)C(C)C)ncc1NC(=O)CCc1ccccc1
-5&3 | COc1cccc(-n2ccnc2SCC(=O)Nc2nccs2)c1
-9 | CCCOc1ccc(/C(O)=C2\C(=O)C(=O)N(Cc3cccnc3)C2c2ccc(F)cc2)cc1C (stereo not drawn)
1 | COc1ccccc1N(CC(O)Cn1c(C)nc2ccccc21)S(=O)(=O)c1ccccc1 (stereo not drawn)
-21 | O=C1c2ccc(C34CC5CC(CC(C5)C3)C4)cc2C(=O)N1c1cccc(O)c1
28 | COc1ccccc1N1CCN(C(=O)C2C3C=CC(C3)C2C(=O)O)CC1 (stereo not drawn)
-54 | Cc1ccc(-c2nc3ccccc3o2)cc1NC(=O)c1ccc([N+](=O)[O-])o1
-19 | CCOc1ccc(Nc2ncnc(N)c2[N+](=O)[O-])cc1
-9 | O=C(CSc1nc2[nH]ncc2c(=O)n1-c1ccccc1Br)NCc1ccccc1Cl
-49 | COc1ccc(C(=O)Nc2ccc(-c3nc4ccccc4s3)c(O)c2)cc1[N+](=O)[O-]
-33 | C=CCSc1nc(N)c2c3c(sc2n1)CN(Cc1ccccc1)CC3
-2 | Cc1ccc(NC(=O)c2c(Cl)nc(Cl)c(Cl)c2Cl)cc1
-3 | CNC(=O)c1cc2cc(Br)ccc2oc1=O
3 | Cc1ccc(NC(=O)C2CCN(S(=O)(=O)c3ccccc3)CC2)cc1Cl
-10 | Cc1ccc(-n2ncc3c(=O)[nH]c(SCC(=O)N4CCC(C)CC4)nc32)cc1C
-5 | CCOC(=O)C1=C(C)NC2=C(C(=O)C(C(=O)OC)C(C)C2)C1c1ccc(SC)cc1 (stereo not drawn)
5 | CCOC(=O)C1CCCN(C(=O)CCCn2nc(C)n3c(cc4sccc43)c2=O)C1 (stereo not drawn)
-9 | O=C(CSc1nc2c(c(=O)n1-c1ccc(F)cc1)SCC2)Nc1cccc(Cl)c1
-4 | CC(C)Cn1c(NCCO)nc2c1c(=O)[nH]c(=O)n2C
0 | O=c1oc2ccc(Br)cc2cc1-c1nnc(-c2ccncc2)o1
-2 | CCOC(=O)CSc1nnc(Cn2c(=O)sc3ccccc32)n1-c1ccccc1C
-9 | CC(NC(=O)CCC(=O)NC(C)C1COc2ccccc2O1)C1COc2ccccc2O1 (stereo not drawn)
-3 | COc1ccc(C(=O)Nc2ccc(S(=O)(=O)N3CCC(C)CC3)cc2)c(OC)c1
-12 | O=C(Nc1cccc(Cl)c1)c1cccc(NC(=O)C(C(F)(F)F)C(F)(F)F)c1
-7 | CCCN(C(=O)Cc1c(C(=O)O)[nH]c2ccc(Cl)cc12)c1cccc(C)c1
8 | COc1ccc(C2CC(=O)c3c([nH]c(C(=O)OC4CCCC4)c3C)C2)cc1 (stereo not drawn)

New compounds follow:
14-3-3 PPI | Compound
2 | COc1ccc(C)cc1NC(=O)c1cc2c(=O)oc3ccccc3c2s1
-14 | CCOCCOC(=O)C1=C(C)NC2=C(C(=O)C(C(=O)OC)C(C)C2)C1c1ccc(C)c([N+](=O)[O-])c1 (stereo not drawn)
1 | CC1CCCN(S(=O)(=O)c2ccc(C(=O)Nc3nnc(-c4ccccc4Cl)o3)cc2)C1 (stereo not drawn)
3 | O=C(Nc1cc2c(ccc3ccccc32)oc1=O)c1ccc([N+](=O)[O-])cc1
-54 | O=C(CSc1nc2ccccc2n1S(=O)(=O)c1ccccc1)Nc1ccc(Oc2ccccc2)cc1
2 | COc1ccc2nc(NC(=O)c3ccc(S(=O)(=O)N(C)C)cc3)sc2c1
1 | NC(=O)COc1c(-c2ccccc2)oc2ccccc2c1=O
-5 | O=C(Nc1cccnc1)c1cc(-c2cccs2)nc2ccccc12
-4 | CNc1ccc(C(=O)Nc2cc(C(F)(F)F)ccc2N(C)C)cc1[N+](=O)[O-]
-19 | CC(C)OC(=O)c1c2nc3ccccc3nc2n2c1[nH]c(=O)c1ccccc12
-1 | Cc1cc(NC(=O)CCC(=O)N(c2ccc(F)cc2)C2(C(=O)NC3CCCCC3)CCCC2)no1
-3 | C=CCn1c(C)c(C(C)=O)c(SC)nc1=S
2 | COC(=O)c1sc(=S)n(-c2cccc(C)c2C)c1N
4 | CC1(C)CC(NCc2ccc3c(c2)OCO3)CCO1 (stereo not drawn)
-8 | COc1cc(C(=O)Nc2cccc(C(C)=O)c2)ccc1OCc1ccc(Cl)cc1
-15 | Cc1ccc2c(c1)N(CCCC(=O)NCC1CCCO1)C(=O)CO2 (stereo not drawn)
-7 | CN(C)c1cccc(C(=O)NC2CCCCCC2)c1
-1 | COc1cc2nc(COc3ccc(C#N)cc3)n(CC#N)c(=O)c2cc1OC
2 | CC1(C)CC(=O)C(C2=NC(C)(C)Cc3ccccc32)=C(O)C1
8 | COC(=O)C1=C(N)Oc2cc(C)n(CCN3CCOCC3)c(=O)c2C1c1cccnc1 (stereo not drawn)
4 | COc1cccc(OC)c1C(=O)N1CCCCC1C (stereo not drawn)
-2 | O=C(c1cc2nc(-c3ccc(Br)cc3)cc(C(F)(F)F)n2n1)N1CCOCC1
0 | COc1ccc(C2Nc3ccccc3-c3nnc(SC)nc3O2)c(OC)c1 (stereo not drawn)
-32 | CSCCC(C(=O)O)N1C(=O)CSC1=S (stereo not drawn)
-6 | CCOC(=O)C1=C(C)NC2=C(C(=O)C(C(=O)OC)C(C)C2)C1c1cccc2ccccc12 (stereo not drawn)
1 | Cc1ccc(Cn2nnc3c(=O)n(CC(=O)NCc4ccc5c(c4)OCO5)cnc32)cc1
14 | CC(=O)c1c(C)oc2c1c1c(c3ccccc32)OCN(C(C)(C)C)C1
7 | CC(C)=Cc1oc2ccc([N+](=O)[O-])cc2c1N1CCOCC1
15 | CC(C)c1ccc(Nc2cc(C(=O)NCc3cccs3)c3ccccc3n2)cc1
-2 | COC(=O)c1ccc(N=Cc2ccc(OC(=O)c3ccccc3)c([N+](=O)[O-])c2)cc1
-11 | Cc1cccc(C(=O)Nc2ccc3nc(SCC(=O)Nc4ccc(Br)cc4)sc3c2)c1
-6 | CC(C)N1CC(O)=C(c2nc3ccccc3[nH]2)C1=N
-52 | O=C1C2=C(Nc3[nH]n(-c4ccccc4)c(=O)c3C2c2ccc([N+](=O)[O-])cc2)c2ccccc21 (stereo not drawn)
-7 | Cc1sc2nc(C(C)C)nc(SCC(=O)N3CCN(C(=O)c4ccco4)CC3)c2c1C
-2 | Cc1cc(O)c(C=Nc2ccc(I)cc2)c(C)c1Cl
2 | O=C(NCCNC(=O)c1cncc(O)c1)c1cncc(O)c1
-5 | CCOC(=O)CSc1nc2c([nH]c3ccccc32)c(=O)n1-c1ccc([N+](=O)[O-])cc1
1 | Cc1cccc(OCc2nc(-c3ccc([N+](=O)[O-])cc3)no2)c1C
-9 | CC(=O)N(C)c1ccc(OCC(O)CN(Cc2ccco2)S(=O)(=O)c2ccc(C)cc2)cc1 (stereo not drawn)
-6 | S=C1NCN(CCc2ccccc2)CN1CCc1ccccc1
0 | O=C(NCCc1ccccc1)c1ccc(Cn2c(=S)[nH]c3cc4c(cc3c2=O)OCO4)cc1
-11 | O=C1CC(N2CCN(Cc3ccc(Cl)cc3)CC2)C(=O)N1c1ccc(OC(F)(F)F)cc1 (stereo not drawn)
-6 | CC(=O)N1CCc2cc(Br)cc(S(=O)(=O)NCCN3CCCC3)c21
-2 | CCC(C)Sc1nnc(-c2c[nH]c3ccccc23)n1CCOC (stereo not drawn)
-4 | O=C(CCn1c(=S)[nH]c2cc3c(cc2c1=O)OCO3)NCc1ccc(Cl)cc1
-4 | CCN1CCN(C(=O)c2ccccc2N(C)S(=O)(=O)c2ccc(C)cc2)CC1
-3 | CCOc1ccc(NC(=O)Cn2c(=O)n(CCc3ccccc3)c(=O)c3c4c(sc32)CCCC4)cc1
-2 | O=C(O)CC(NS(=O)(=O)c1ccc(Cl)c([N+](=O)[O-])c1)c1ccccc1 (stereo not drawn)
-5 | COc1cc2c(cc1OC)CN(S(C)(=O)=O)CC2
-1 | COC(=O)c1ccc(OCC2c3cc(OC)c(OC)cc3CCN2C(=O)c2ccc3c(c2)OCO3)cc1 (stereo not drawn)

Given in CSV form: part of the list above
structure,14-3-3 PPI
O=C1CC(N2CCN(Cc3ccc(Cl)cc3)CC2)C(=O)N1c1ccc(OC(F)(F)F)cc1 (stereo not drawn),-11
CC(=O)N1CCc2cc(Br)cc(S(=O)(=O)NCCN3CCCC3)c21,-6

Compounds shown so far that contain a CF3 group, in the order listed:
14-3-3 PPI | Compound
-12 | O=C(Nc1cccc(Cl)c1)c1cccc(NC(=O)C(C(F)(F)F)C(F)(F)F)c1
-4 | CNc1ccc(C(=O)Nc2cc(C(F)(F)F)ccc2N(C)C)cc1[N+](=O)[O-]
-2 | O=C(c1cc2nc(-c3ccc(Br)cc3)cc(C(F)(F)F)n2n1)N1CCOCC1
-11 | O=C1CC(N2CCN(Cc3ccc(Cl)cc3)CC2)C(=O)N1c1ccc(OC(F)(F)F)cc1 (stereo not drawn)

Additional structures.
14-3-3 PPI | Compound
-7 | COC(=O)CSc1nnc(CNC(=O)c2cccc(F)c2)n1C
0 | CCCCN(C)C(=O)C1c2cc(OC)c(OC)cc2C(=O)N(C)C1c1ccc(OC)cc1 (stereo not drawn)
-3&2 | O=C(CN1C2=NCCCN2c2ccccc21)c1ccc2c(c1)OCO2
-17 | CCOC(=O)c1cccc(N=c2cc(-c3ccc(OC)cc3)oc3ccc(O)cc23)c1
-4 | CCn1c(=O)cc(SCC(=O)N2CCOCC2)c2ccccc21
-10 | Cc1cc2nn(-c3ccccc3)nc2cc1NC(=O)Cc1ccc(Cl)cc1
1 | CC1CCCCC1N1CC(=O)N(Cc2ccc(F)cc2)C(c2ccc(Cl)cc2)C1=O (stereo not drawn)
-5 | Cn1nnc2cc(C(=O)NCc3ccc4c(c3)OCO4)ccc21
-11 | O=C(CCn1c(=S)[nH]c2cc3c(cc2c1=O)OCO3)NCCC1=CCCCC1
1 | COc1ccccc1NC(=O)CCC(=O)N1N=C(c2ccc(Br)cc2)CC1c1ccccc1 (stereo not drawn)
3 | CCOC(=O)c1c(NC(=O)Cn2c(=O)oc3ccccc32)oc(C)c1C(C)=O
3 | CCCCCSc1nnc2[nH]c(=O)cc(N)n12
-5 | O=S(=O)(c1ccc(F)c2ccccc12)N1CCCCC1
13 | COc1ccc(OCC(=O)OCCN(C)C)cc1
-4 | CC1CC(C)CN(C(=O)CSc2nc3ccccc3c(=O)n2Cc2ccc(C(=O)NC3CCCCC3)cc2)C1 (stereo not drawn)
-10 | COC(=O)c1cc(C(=O)Nc2nc3ccc(S(C)(=O)=O)cc3s2)cc([N+](=O)[O-])c1
-5 | O=C1C(=O)N(CCOCCO)C(c2ccccn2)/C1=C(\O)c1ccccc1 (stereo not drawn)
5 | COc1ccc2[nH]c(C)c(CCN3C(=O)OC4(CCCCC4)C3(C)O)c2c1 (stereo not drawn)
2 | CCc1ccc(C2CC(c3ccc(Cl)cc3)n3nc(N)nc3N2)cc1 (stereo not drawn)
-8 | N[C@@H](Cc1ccccc1)c1nnc2sc(SCc3ccccc3)nn12
-7 | COc1ccccc1NS(=O)(=O)c1ccc2c(c1)CCN2C(=O)C1CC1
-5&0 | Cc1cc(C)nc(NS(=O)(=O)c2ccc(N3C(=O)C4CC=C(Cl)CC4C3=O)cc2)n1 (stereo not drawn)
0 | Cc1ccc(-c2nsc3c(N4CCN(C(=O)c5ccco5)CC4)ncnc23)cc1

6 entries picked at random from those above:
14-3-3 PPI | Compound
2 | CCc1ccc(C2CC(c3ccc(Cl)cc3)n3nc(N)nc3N2)cc1 (stereo not drawn)
-4 | CCn1c(=O)cc(SCC(=O)N2CCOCC2)c2ccccc21
-5&0 | Cc1cc(C)nc(NS(=O)(=O)c2ccc(N3C(=O)C4CC=C(Cl)CC4C3=O)cc2)n1 (stereo not drawn)
-4 | CC1CC(C)CN(C(=O)CSc2nc3ccccc3c(=O)n2Cc2ccc(C(=O)NC3CCCCC3)cc2)C1 (stereo not drawn)
-5 | Cn1nnc2cc(C(=O)NCc3ccc4c(c3)OCO4)ccc21
-11 | O=C(CCn1c(=S)[nH]c2cc3c(cc2c1=O)OCO3)NCCC1=CCCCC1
